From PubChem
Lipid storage S3: qHTS Assay for Lipid Storage Modulators in Drosophila S3 Cells | Drosophila S3 cells, BODIPY lipid droplet fluorescence, 18-24 h; cells fed with added oleic acid | Potency in µM for hits, for the others lipid storage change, negative = inhibition, % at the top dose, mostly 46.1 µM | actives 0.64% (n = 320,000); active = well fitted inhibition curve with a large enough effect in the signal ratio, with a control signal flat, not every such curve was filed as active; inconclusive = small, poorly fitted or top-dose-only effect, or effect the other way, or a change in a side signal; the % refers to the signal ratio
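Drosophila S3 cells loaded with oleic acid (400 uM, as added) and compounds at several concentrations; lipid droplets imaged by 488-nm laser-scanning cytometry, 500–530 nm intensity and object ratio to cell channel. Percent activity normalized to 20 uM Triacsin C.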
Lipid storage S3 cell count max: second read-out of Lipid storage S3, no call of its own (marks repeat the call); cell number change, %; measured here: cell count max response;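 cells counted by Cell Tracker Red CMTPX staining in the red channel; peak over a dose series mostly up to 46.1 µM; percent activity relative to internal control wells on each plate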
An asterisk follows results filed as active; i = inactive; ? = inconclusive; . = not tested or not shown. % is set by controls: 0 for no effect and ±100 for the full control effect; potency is the fitted concentration of half-maximal effect.

mol	Lipid storage S3	Lipid storage S3 cell count max
CN(C)N(C)C(=O)C(O)(c1ccccc1)c1ccccc1	-20%	-13
Fc1ccc(CSc2nnc(-c3ccncc3)o2)cc1	i	-8
CCN(C(=O)COC(=O)CNS(=O)(=O)c1ccc2ccccc2c1)C1CCCCC1	?	.
O=S(=O)(c1ccc(Br)cc1)N1CCCC1c1nc2ccccc2s1 (stereo not given)	-4%	-19
Cc1ccc(N(C)C(=O)c2ccc(CNc3c(N4CCC(C)CC4)c(=O)c3=O)cc2)cc1	11%	11
O=C(CCN1C(=O)/C(=C\c2ccc(F)cc2)SC1=S)Nc1ccccc1	i	.
CN(C)c1cccc(C(=O)NN2C(=O)NC3(CCCCC3)C2=O)c1	-5%	-2
Cc1cc(N)c(NC2=CC(=O)CC(C)(C)C2)cc1C	-23%	-15
C=CCn1c(=O)c2ccccc2n2c(=S)[nH]nc12	i	24
CCN(CC)c1ccc(/C=N/NC(=O)c2cc(C)nc3ccccc23)cc1	?	.
COc1ccc(N2CCN(Cc3nc4c(c(=O)n(C)c(=O)n4C)n3CCc3ccccc3)CC2)cc1	-2%	-5
CC1CCCN(CCCNC(=O)C2CCC(CNS(=O)(=O)c3cccc4nsnc34)CC2)C1 (stereo not given)	-26%	.
COC(=O)c1ccc(Cn2cc([N+](=O)[O-])cn2)cc1	5%	12
O=C(Nc1sc2c(c1C(=O)NCc1ccco1)CCCC2)c1ccc2c(c1)OCO2	?	.
NS(=O)(=O)c1ccc(NC(=S)N2CCN(Cc3ccc4c(c3)OCO4)CC2)cc1	i	8

(more compounds)
mol	Lipid storage S3	Lipid storage S3 cell count max
Cc1cc(O)c(N)c(C)c1Cl	16%	18
CC(=O)c1c(C)[nH]c(C(=O)OCc2cccc(Cl)c2)c1C	?	.
Cc1ccc(CN2CCC(NC(=O)c3ccccc3)CC2)cc1	5%	8
CCOc1ccc(C(=S)NC2CCCCC2)cc1OCC	?	.
O=C(Cc1ccc(S(=O)(=O)N2CCOCC2)s1)Nc1ccc2c(c1)CCC2	-2%	-23
CN(C)c1ccc(/C=N/NC(=O)c2ccc3nc[nH]c3c2)cc1	0%	16
CN(C)S(=O)(=O)N1CCN(c2ccc([N+](=O)[O-])c(NC3CC3)c2)CC1	-1%	10
COc1ccc(/C=N/NC(=O)c2ccn[nH]2)cc1COc1ccc(F)cc1	?	.
Cc1nc2ccc(NC(=O)N(C)c3ccccc3)cc2s1	?	.
CCCN(CCC)C(=O)Cn1c(=O)n(CCCCCC(=O)Nc2ccccc2)c(=O)c2sccc21	3%	2
CCC(C)NC(=O)c1ccccc1NC(=O)COc1ccc(OC)cc1 (stereo not given)	?	.
COc1ccccc1CC(=O)NNC(=O)c1cccs1	-1%	-3
CCOC(=O)CC1CCCCN1C(=O)c1cc(COc2cccc3cnccc23)on1 (stereo not given)	?	.
Cc1ccc(-n2nc(C)c(NC(=O)CCl)c2C)cc1C	?	.
CCC1=NC(c2ccc(OC)c(OC)c2)N(O)C1(C)C (stereo not given)	10%	7

(further entries)
mol	Lipid storage S3	Lipid storage S3 cell count max
O=C1CC(c2ccco2)Cc2nc(NCC3CCCO3)ncc21 (stereo not given)	25%	5
O=c1cc(/C=C/c2cccs2)[nH]c2ccccc12	?	.
COc1ccccc1S(=O)(=O)N1CCn2cccc2C1C (stereo not given)	?	.
Cc1ccc(NC(=O)CSc2ccc(S(=O)(=O)N3CCCC3)cn2)cc1F	?	.
CC(C)N(CCNC(=O)c1ccc(CS(=O)(=O)c2c(Cl)cccc2Cl)o1)Cc1ccccc1	?	.
CN(CC(=O)c1c(N)n(C)c(=O)n(C)c1=O)c1ccccc1	?	.
COC(=O)c1cccc(NC(=O)c2ccc3c(c2)C(=O)N(C(C)(C)C)C3=O)c1	?	.
Cc1ccccc1-c1nc(CS(=O)(=O)CC(=O)NCCN2CCOCC2)c(C)o1	i	26
CSCC[C@H](NC(=O)[C@@H]1CSC2c3ccccc3C(=O)N21)C(=O)NC1CCCC1 (stereo not given in full)	i	-8
COCCNCc1ccc(Cl)cc1Cl	?	.
CC(C)C[C@]1(c2ccccc2)ON(c2ccccc2C(F)(F)F)C1=O	?	.
O=C(CN1CCN(S(=O)(=O)c2ccccc2)CC1)Nc1ccc(N2CCOCC2)cc1	?	.
O=C(c1cc2ccccc2o1)n1nnc2ccccc21	?	.
Cc1cc2oc(=O)cc(Cn3ccnc3)c2cc1Cl	?	.
COc1ccccc1NC(=S)c1ccccc1	-11%	-1

Next section
mol	Lipid storage S3	Lipid storage S3 cell count max
Cc1cc(C)n(CC(=O)NNC(=O)CCCOc2ccc(Cl)cc2C)n1	7%	.
CCn1ccnc1CN(C)Cc1c(C(=O)N2C[C@@H](C)O[C@@H](C)C2)nc2ccc(Cl)cn12	i	-8
CCN(CC(=O)Nc1ccc(NC(C)=O)cc1)C(=O)C1COc2ccccc2O1 (stereo not given)	-6%	.
COCCNC(=O)CSc1nnc(-c2ccc(C)cc2)c(-c2ccc(C)cc2)n1	-18%	7
O=c1nc(-c2ccccc2)n(-c2ccccc2)[nH]1	?	.
CCn1c2ccc(C)cc2c2n[nH]c(=S)nc21	?	.
Cc1ccccc1NC(=O)CN1C(=O)CSc2ccc(S(=O)(=O)N3CCCC3)cc21	?	.
COC(=O)c1sccc1NC(=S)Nc1cc(OC)ccc1OC	6%	4
COc1cc(OC)cc(-c2nnc(SCC(=O)Nc3cccc(C(=O)O)c3)s2)c1	?	.
O=[N+]([O-])c1cc(Br)cc(C=Nc2ccc3c(c2)OCO3)c1O	5%	19
O=C1CN(S(=O)(=O)c2cc(C(F)(F)F)ccc2Cl)CCN1	?	.
Cc1ccc(SCc2[nH]nc3c2C(c2cccnc2)C(C#N)=C(N)O3)cc1 (stereo not given)	i	-17
O=C(NN1C(=O)C2C3C=CC(C3)C2C1=O)c1ccccc1 (stereo not given)	-5%	-17
COc1ccc(NC(=O)C2CCN(C(=O)c3ccco3)CC2)c(OC)c1	?	.
O=C(CCc1ccc(O)cc1)NNC(=S)NCCc1ccccc1	5%	11

Continuation.
mol	Lipid storage S3	Lipid storage S3 cell count max
O=C(N=C1SC2CS(=O)(=O)CC2N1CCc1ccccc1)C1CC1 (stereo not given)	?	.
CCN(Cc1ccccc1OC)CC1CCCN(CCc2cccc(OC)c2)C1 (stereo not given)	0%	15
CC(=O)Nc1ccc(S(=O)(=O)NCCC(=O)NC2CCCCCC2)cc1	i	-17
CCCCOc1ccc(C(=O)NCc2ccncc2)cc1	?	.
CC(C)(C)NC(=O)C(c1ccncc1)N(CC1CCCO1)C(=O)Cn1nnc(-c2ccc(F)cc2)n1 (stereo not given)	?	.
CC1(C)Cc2nc3sc(C(N)=O)c(N)c3cc2CO1	?	.
CC[C@@H](C(=O)n1nc(C)cc1C)[C@H](NS(=O)(=O)c1ccc(C)cc1)c1ccccc1	i	-7
CCCCNC(=O)NNC(=O)COc1cccc(C)c1C	?	.
Cc1ccccc1C(=O)c1c[nH]c(C(=O)NCCCn2ccnc2)c1	?	.
CCN(CC)c1ccc(N2C(=O)/C(=C\c3cccnc3)SC2=S)cc1	-13%	-3
COCCCn1c(SCc2nnc(-c3ccccc3)o2)nc2sc3c(c2c1=O)CCC3	8%	-4
O=C(O)C1CC(=O)N(c2ccc(Br)cc2)C1 (stereo not given)	i	.
Cc1nn(CC(=O)NCc2ccc(OC(C)C)cc2)c(=O)c2cc(-c3ccccc3)nn12	i	-3
Cc1cc2c(cc1S(=O)(=O)CCC(=O)N(C)C1CCCCC1)OCC(=O)N2	2%	10
CCOc1ccccc1NC(=O)CSc1ccccc1	21%	8

Quoted at random: three compounds from above
mol	Lipid storage S3	Lipid storage S3 cell count max
COCCCn1c(SCc2nnc(-c3ccccc3)o2)nc2sc3c(c2c1=O)CCC3	8%	-4
CC[C@@H](C(=O)n1nc(C)cc1C)[C@H](NS(=O)(=O)c1ccc(C)cc1)c1ccccc1	i	-7
CCN(Cc1ccccc1OC)CC1CCCN(CCc2cccc(OC)c2)C1 (stereo not given)	0%	15

The listing continues.
mol	Lipid storage S3	Lipid storage S3 cell count max
Cc1cnc(C(=O)NC2CC(C)(C)Cc3c2cnn3-c2cccc(F)c2)cn1 (stereo not given)	?	.
Cc1ccccc1N1CC2=C(C1=O)C(c1ccccc1)NC(=O)N2C (stereo not given)	2%	6
CCN1CCN(C(=O)c2cc(COc3ccc4ncccc4c3)on2)CC1	-15%	-7
CCOCCn1c(CN2CCc3ccccc3C2)nc2c1c(=O)n(C)c(=O)n2C	?	.
O=C(/C(=C/O)N=Nc1ccccc1)c1ccco1	?	.
O=C(Cc1ccc(F)cc1)NC(Cc1c[nH]c2ccccc12)C(=O)O (stereo not given)	?	.
OCC1(CO)COC(CCc2ccccc2)=N1	?	.
CCn1c(O)c(N=NC(=O)c2ccc(CSc3nncn3C)cc2)c2ccccc21	?	.
CCOc1nc(CC)nc(NC(=O)NS(=O)(=O)c2ccccc2Cl)n1	7%	16
CCN1CCCC1CNC(=O)c1cc2c(OC)c(OC)c(OC)cc2[nH]1 (stereo not given)	?	.
CC1(C)C(C=C(Cl)Cl)C1C(=O)Nc1ccc(S(=O)(=O)Nc2ncccn2)cc1 (stereo not given)	-3%	-8
CC1CN(C(=O)Nc2ccc3c(c2)OCCO3)CC(C)O1 (stereo not given)	0%	-24
COc1ccccc1CCNC(=O)/C(=C/c1cccnc1)NC(=O)c1ccccc1	?	.
CSc1sc(C#N)c2c1/C(=N\O)CCC2	13%	15
Cc1cc(C)n(C(=O)c2ccc(NC(=O)CC(C)C)cc2)n1	?	.

Compound profiles, from the list above. Order of values: Lipid storage S3	Lipid storage S3 cell count max
Profile of CCOCCn1c(CN2CCc3ccccc3C2)nc2c1c(=O)n(C)c(=O)n2C : ?	.
Profile of O=C(/C(=C/O)N=Nc1ccccc1)c1ccco1 : ?	.
Profile of CCN1CCCC1CNC(=O)c1cc2c(OC)c(OC)c(OC)cc2[nH]1 (stereo not given) : ?	.
Profile of CCN1CCN(C(=O)c2cc(COc3ccc4ncccc4c3)on2)CC1 : -15%	-7
Profile of O=C(Cc1ccc(F)cc1)NC(Cc1c[nH]c2ccccc12)C(=O)O (stereo not given) : ?	.

Additional compounds
mol	Lipid storage S3	Lipid storage S3 cell count max
O=S(=O)(Nc1ccc2c(c1)OCO2)c1ccc(Br)s1	?	.
COc1cc(NC(=O)CSc2nnc(C)s2)cc(OC)c1OC	?	.
CCOC(=O)CSC1=N/C(=C/c2ccc(-n3cncn3)cc2)C(=O)N1C(C)=O	-4%	-2
CCCCn1nc(C(=O)N(C)CC(=O)Nc2cccc(F)c2)c2ccccc2c1=O	?	.
CC(C)CC(=O)Nc1ccc(C(=O)COc2ccc(-c3nnco3)cc2)cc1	12%	3
Cc1nc(NC(=O)c2ccccc2)sc1-c1csc(NCCc2ccccc2)n1	?	.
Cc1ccc(CN(CC(=O)NC2CCCC2)C(=O)CSc2nnc(COc3ccccc3)o2)cc1	-17%	.
c1ccc(CCNc2c3c(nc4ncnn24)CCC3)cc1	?	.
CCOc1cc(CN2CCN(C(=O)CC(C)C)CC2)ccc1OC	?	.
COc1cccc(C(=O)CSc2nnc(CNS(=O)(=O)c3ccc(C)cc3)n2C)c1	?	.
CCOC(=O)CN(C(=O)CSc1nnc(CNc2ccc(F)cc2)o1)c1ccccc1	?	.
Cc1ccc(OC(=O)CCC(=O)NC(C)c2ccccc2)cc1 (stereo not given)	?	.
Cc1cccc(NC(=O)N[C@@H](C)C(=O)O)c1	?	.
Cc1cc(NC(=O)CSc2ccc3nnc(-c4ccc(Cl)cc4)n3n2)no1	?	.
Cc1ccc(S(=O)(=O)NC(=O)c2cc(C)n(CCCN3CCOCC3)c2C)cc1	-24%	9

Next section.
mol	Lipid storage S3	Lipid storage S3 cell count max
COc1cc(-c2nc(S(=O)(=O)c3ccc(Cl)cc3)c(N(C)C)o2)cc(OC)c1OC	7%	-4
COc1ccc(C(=O)/C(=C/O)N=Nc2ccc(F)cc2)cc1	?	.
Cc1ccc(C#N)c(SCc2ccccc2[N+](=O)[O-])n1	?	.
COc1cccc(/C=N/N(C)C2=NS(=O)(=O)c3ccccc32)c1O	1%	13
COc1cc2c(cc1OC)C(c1ccc3c(c1)OCO3)CC(=O)N2 (stereo not given)	?	.
Nn1cnnc1SCC(=O)Nc1ccc(C2CCCCC2)cc1	?	.
Cc1ccccc1NS(=O)(=O)c1ccc(C(=O)NCC(c2ccco2)N(C)C)cc1 (stereo not given)	?	.
Cc1ccc(COc2ccsc2-c2n[nH]c(=S)n2C)cc1	-10%	11
COc1ccc(-c2cc(=O)oc3c(C)c(OC(C)C(C)=O)ccc23)cc1 (stereo not given)	?	.
CC(C)(C)OC(=O)N/N=C/c1ccc(Br)cc1	?	.
Cc1ccc(Cc2nc(-c3ccccn3)no2)cc1	13%	.
COc1ccc(C(=O)OC2CCN(C)CC2)cc1	3%	7
Cn1cc(/C=C/C(=O)N2CCCC(C(=O)c3ccc(C(C)(C)C)cc3)C2)cn1 (stereo not given)	?	.

The list is partial; count on the stated rates, not on these rows.
